KDM5B inh = KDM5B demethylase inhibition; AID 1347165; hit rate 2.6% among 220,000; Potency, µM (doses to about 57.7 µM), for inactives: top-dose activity change, negative = inhibition, hits mostly inhibitors; Q9UGL1; KDM5B demethylase, FDH-coupled NADH fluorescence (FDH is formaldehyde dehydrogenase); active = well fitted inhibition curve with a large enough effect; inconclusive = small, poorly fitted or top-dose-only effect; inactive = no such curve, though single readings can be large or run the other way; also: 0% is about no effect; nearly all actives have a fitted effect of over 70% in size
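Measured: NADH fluorescence change, 30 min, RT. System: KDM5BΔAP 200 nM final, H3K4me3 peptide, α-KG, Fe(II), ascorbate, NAD⁺ plus FDH, pH 7.5 HEPES. Compounds: titrated, 10 min pre-incubation with enzyme.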
* = called active by the depositor; i = inactive; ? = inconclusive; [ ] = dose if it differs, or a comment. Potency is read from the fitted curve at half-maximal effect. The list is partial; the hit share may differ from the screen's.

KDM5B inh,SMILES
-7%,N#Cc1ccc(CN2C(=O)c3ccccc3Sc3ccc(C(=O)OCc4ccco4)cc32)cc1
4%,Cc1ccc2nc(CSc3nnc(N4CCOCC4)n3-c3cccc(F)c3)cn2c1
-13%,Cn1c(=O)[nH]cc(CC(=O)NCc2cccnc2-n2ccnc2)c1=O
0%,CCCNc1c(NS(=O)(=O)c2ccc(OC)c(OC)c2)c(=O)oc2ccccc12
0%,Cc1ccc2ncc3c(-c4ccc(F)cc4)nn(-c4cccc(F)c4)c3c2c1
19%,Cc1ccc(Cn2nnc3c(=O)n(Cc4nc(-c5ccc(OC(C)C)cc5)no4)cnc32)cc1
3%,CC(O)CNc1nc2c(c(=O)n(Cc3cccc(Cl)c3)c(=O)n2C)n1C (stereo not drawn)
21%,CCOc1ccc(CCNC(=O)c2cc(C)on2)cc1OCC
2%,COc1ccc(-c2noc(-c3ccc(NC4CCCC4)c([N+](=O)[O-])c3)n2)cc1OC
?,CCOC(=O)c1ccc(NC(=O)C2=C(C)Nc3nc(SCc4ccc(Cl)cc4)nn3C2c2ccc(C)cc2)cc1 (stereo not drawn)
?,Cc1ccccc1-c1noc(COc2ccc3c(C)cc(=O)oc3c2)n1
26%,CCN(CC(C)C#N)C(=O)C1CCN(C(=O)c2ccc(Cl)cc2)CC1 (stereo not drawn)
3%[86.2 µM],COc1ccc(-c2ccc3ncc(Nc4ccccc4Cl)n3n2)cn1
38%,O=C(Cc1cccc(F)c1)N1CCC2(CC1)NC(=O)N(Cc1ccccc1Cl)C2=O
?,Cc1cccc(C(=O)Nc2ccc3oc(=O)ccc3c2)c1
-25%,COc1ccc(C(=O)N2CCCN(c3cc(-c4ccc(Br)cc4)[nH]n3)CC2)cc1F
-12%,COCCNS(=O)(=O)c1cc(C(=O)O)cc(-c2cccc(C(C)N(C)C)c2)c1 (stereo not drawn)
?,CN1c2cc(C(=O)NCCCc3ccccc3)ccc2C(=O)N2CCCCC21 (stereo not drawn)
-13%,O=C(c1ccsc1)N1CCCCCC1c1nnc(-c2ccccc2)o1 (stereo not drawn)
-16%,CCn1nc(-c2ccccc2)c(-c2ccccc2)c(C(=O)Nc2nc(C)c(C(=O)N(C)C)s2)c1=O
-8%,Cc1ccc(-c2nc(C3CC(=O)N(c4ccc(Cl)cc4)C3)no2)cc1C (stereo not drawn)
14%,COC(=O)Nc1ccc(CNC(=O)c2ccccc2C(=O)c2ccccc2)cc1
-20%,O/N=C/c1cccc(Oc2ccccc2)c1
4%,O=C(COc1ccc(Cl)cc1)NCC(c1ccco1)S(=O)(=O)c1ccc(F)cc1 (stereo not drawn)
?,COc1ncccc1-c1cc2c(nc1OC)nc(CC1CC1)n2C
?,CC1CCCCC1NC(=O)CSC1=Nc2ccccc2C2CC=NN12 (stereo not drawn)
?,Cc1cc(N2CCN(C)CC2)nc2ccc(NC(=O)Nc3ccccc3)cc12
-15%,O=S(=O)(c1ccc(C(F)(F)F)cc1)N1CCC(C2CCNC2)CC1 (stereo not drawn)
8%,Cc1ccc2c(=O)cc(C(=O)Nc3cccc(Cl)c3C)oc2c1C
?,COCC(C)NC(=O)CSc1cc(-c2ccccc2)c2ccc(OC)cc2n1 (stereo not drawn)
?,COc1cc(NC(=O)c2cc(C)nc3c2c(C)nn3-c2ccccc2Cl)cc(OC)c1
?,CN1CCN(c2ccc3ncc(Nc4ccccc4-c4ccccc4)n3n2)CC1
12%,COc1ccc(CCn2c(=O)[nH]c3cc(C(=O)N4CCN(c5ccccc5)CC4)ccc3c2=O)cc1OC
?,Nc1nc2c(s1)C(c1cccc(OCc3cccc(F)c3)c1)CC(=O)N2 (stereo not drawn)
-28%,COc1cc(NC(=O)CC2C(=O)N(c3ccccc3)C(=O)N2Cc2ccc(F)cc2)cc(OC)c1 (stereo not drawn)
28µM*,COC[C@@H]1CN(c2cnccn2)C[C@H]1C(=O)Nc1cccnc1
28%,COc1ccc(-c2cc(C(F)(F)F)nc(S(=O)(=O)CCC(=O)NCc3ccccc3)n2)cc1
16%,Cc1c(-c2nsc(NC(=O)c3cccc(Cl)c3)n2)nnn1-c1cc(F)ccc1F
?,CCc1ccccc1NC(=O)CN1C(=O)c2cccnc2Oc2ccc(Cl)cc21
5%,Cc1cc(C)c2c(CN3CCN(c4ccccn4)CC3)cc(=O)oc2c1

In a second layout: entries from further up
Molecule | KDM5B inh
COC[C@@H]1CN(c2cnccn2)C[C@H]1C(=O)Nc1cccnc1 | 28µM*
COc1ccc(-c2cc(C(F)(F)F)nc(S(=O)(=O)CCC(=O)NCc3ccccc3)n2)cc1 | 28%

(continued)
KDM5B inh,SMILES
-16%,CCN1C(=O)C(Cc2ccccc2OC)c2ccccc21 (stereo not drawn)
25%[115 µM],O=C1NCc2ccccc2CC12CCCN(Cc1ccc(Cl)cc1)C2 (stereo not drawn)
-10%,COc1ccc2c(c1)C(NC(C)=O)C(=O)N2CCOc1ccccc1 (stereo not drawn)
-13%[86.2 µM],O=C(NCc1ccccc1)[C@@H]1Cc2nc[nH]c2CN1Cc1cc2ccccc2o1
16%,CC(C)(C)c1ccc(/C=N/O)cc1
-8%,O=C(NC1CCN(c2cc(C(F)(F)F)ncn2)CC1)c1ccccc1Cl
?,O=C(NC1CCCCC1)N1CCC(N2CC3CC(C2)[C@H]2CCCC(=O)N2C3)CC1 (stereo partly drawn)
-11%[86.2 µM],C[C@@H](NC(=O)Nc1ccc(Cl)cc1)c1onc(-c2ccc(F)cc2)c1C(=O)O
?,CNC(=O)c1noc([C@@H]2CC(F)(F)CN2Cc2ccc[nH]2)n1
4%,COc1ccc(C(=O)NCCc2noc(-c3ccncc3)n2)cn1
25%,C=CCn1nc2n(c1=O)-c1ccccc1SC2
4%,Cn1nc(C(=O)Nc2ccc(Oc3ccccc3)cc2)c2ccccc2c1=O
1%,COc1cccc(NC(=O)CCNS(=O)(=O)c2ccc3c(c2)CCCC(=O)N3)c1
-14%,COc1cccc(Oc2ccc(CNc3ncccn3)cn2)c1
-18%,Cc1cc(C)nc(SC(C(=O)c2ccccc2)c2ccccc2)n1 (stereo not drawn)
-4%,O=C(Nc1nc(-c2ccc(Br)cc2)ns1)c1ccc(F)cc1
-27%,O=C(CC1N=C2c3ccccc3N=C(SCc3ccccc3Cl)N2C1=O)NCc1cccs1 (stereo not drawn)
-8%,COc1ccc(-c2cc(C(=O)N/N=C/c3cccnc3)c3ccccc3n2)c(OC)c1
-15%,COc1ccc(CCN(C)CC(=O)Nc2ccc(F)c(Cl)c2)cc1OC
-2%,Cc1ccc(-c2ccc(=O)n(C(C)C(=O)Nc3c(C)cc(C)cc3C)n2)cc1 (stereo not drawn)
?,CCc1ccccc1-n1c2c(cc(C#N)c1=O)C(=O)CC(c1ccccc1)C2 (stereo not drawn)
i,COc1cc2c(cc1OC)C(C[C@H]1CN(C(=O)C(C)(C)C)CC[C@H]1CC(=O)O)=NCC2
21%,CCCN1Cc2cccc(C(=O)Nc3cc(Cl)ccc3Cl)c2C1=O
-4%,CC(C)Oc1ccc(NC(=O)CCCc2cccs2)cc1
-28%[86.2 µM],Cc1nn(CCC#N)c(C)c1[C@@H]1C=C[C@@H](NS(=O)(=O)c2cccs2)C1
-36%[86.2 µM],COCc1cc(CC2(NCc3ccccc3O)COC2)no1
-108%,CCOC(=O)c1ccc(Nc2nc3ccccc3nc2NS(=O)(=O)c2ccc(Cl)cc2)cc1
?,Cc1cc(N2CCC(C)CC2)nc(-c2ccccc2O)n1
8%,Cc1cc(C(=O)OC(C)C(=O)Nc2ccc(Cl)cc2F)c(C)o1 (stereo not drawn)
25%,C1CCC(COCCc2noc(C3CCCNC3)n2)C1 (stereo not drawn)
-20%,CCOCCOC1CCN(C(=O)c2cc(-c3cccc(OC)c3)n[nH]2)CC1
15%,COc1ccc(C(CNC(=O)c2cccc(S(=O)(=O)NCc3ccccc3)c2)N(C)C)cc1 (stereo not drawn)
-134%,COc1ccc(/C(C#N)=C\c2ccccc2F)cc1OC
-23%,O=C(c1ccc(Cl)s1)N1CCC(n2cc(-c3nc(-c4ccccc4)no3)nn2)CC1
25µM*,CCC(NC(=O)c1ccc2nc(-c3ccc(F)cc3)cn2c1)c1ncc(C)[nH]1 (stereo not drawn)
37%,Cc1cc(Nc2cccc(C(F)(F)F)c2)nc2ccc(NC(=O)c3cccc(Cl)c3)cc12
18%,COC(=O)c1ccc(OCC(=O)NCC(F)(F)F)cc1
-33%,COc1ccc(F)cc1S(=O)(=O)NC1CCc2nnc(C)n2CC1 (stereo not drawn)
-9%,O=C(NCc1ccccn1)C1(Oc2ccc(Cl)cc2)CCNCC1
?,CCOC(=O)c1ccc(-n2c(CCC(=O)O)ccc2-c2ccc(Br)cc2)cc1
-7%,O=C(NCc1ccccc1)N1CCCC(Cc2nncn2-c2ccccc2)C1 (stereo not drawn)
-1%,CC1CCCN(c2nc3c(c(=O)n(C)c(=O)n3C)n2CC(=O)O)C1 (stereo not drawn)
-3%,NC(=O)C1CCN(CC(=O)Nc2ccc(Br)cc2)CC1
-14%,COc1ccc(OC)c(C2CCCN2C(=O)c2csc(-c3ccsc3)n2)c1 (stereo not drawn)
36%[activator],Fc1ccc(C2CCNCC2COc2ccc3c(c2)OCO3)cc1 (stereo not drawn)
-14%,CCc1ccccc1NC(=O)C(C)n1c(=O)cc(C)c2c(C)nn(-c3ccccc3)c21 (stereo not drawn)
-43%,CCOc1ccc(CCNC(=O)CCCn2nc(C)c3sc4ccccc4c3c2=O)cc1OCC
-16%[86.2 µM],C=CCNC(=O)N1CC[C@H]2CC(=O)N(CCc3cccc(OC)c3OC)CC[C@H]2C1
-8%,Cc1nc2cccnc2n1CC1CCCN(S(=O)(=O)c2ccc3c(c2)CCCC3)C1 (stereo not drawn)
-15%,O=C(Cn1c(NCc2ccccc2)nc2ccccc21)Nc1ccc2c(c1)OCCO2
-13%,Cn1nc(C(=O)N2CCN(c3ccccc3)CC2)c2c1-c1ccccc1SC2
?,COc1ccc(-c2ccc3c(n2)CN(Cc2ccccc2C)C(=O)CO3)cc1OC
5%,CC(N)c1cccs1 (stereo not drawn)
19%,CC(Sc1ncnc2ccccc12)C(=O)Nc1cc(Cl)cc(Cl)c1 (stereo not drawn)
-7%,N#Cc1ccc(C(=O)Nc2cc(-c3nc4ncccc4o3)ccc2Cl)c(F)c1
6%,CCOc1cccc(CNC(=O)c2noc(-c3ccc(C)cc3)n2)c1
-13%,Clc1ccc(-c2noc3ncnc(NCCCN4CCN(c5ccccc5)CC4)c23)cc1
-15%,COc1cccc(CNC(=O)c2c3c(nc4ccccc24)C(=O)N(C2CCCCC2)C3)c1
2%,N#Cc1ccc(C(=O)N2CCC(Cc3nc(-c4ccncc4)n[nH]3)C2)cc1 (stereo not drawn)
-26%,CCn1ccc(C(=O)NCCc2noc(-c3cccnc3)n2)n1

Fetched by compound from the list above (4):
KDM5B inh,SMILES
-14%,CCc1ccccc1NC(=O)C(C)n1c(=O)cc(C)c2c(C)nn(-c3ccccc3)c21 (stereo not drawn)
36%[activator],Fc1ccc(C2CCNCC2COc2ccc3c(c2)OCO3)cc1 (stereo not drawn)
-13%,Clc1ccc(-c2noc3ncnc(NCCCN4CCN(c5ccccc5)CC4)c23)cc1
-7%,N#Cc1ccc(C(=O)Nc2cc(-c3nc4ncccc4o3)ccc2Cl)c(F)c1

Entries listed above marked active in KDM5B inh.
KDM5B inh,SMILES
28µM*,COC[C@@H]1CN(c2cnccn2)C[C@H]1C(=O)Nc1cccnc1
25µM*,CCC(NC(=O)c1ccc2nc(-c3ccc(F)cc3)cn2c1)c1ncc(C)[nH]1 (stereo not drawn)

The results go on:
KDM5B inh,SMILES
16%,O=C(c1csnn1)N1CCCC(CCc2c(F)cccc2F)C1 (stereo not drawn)
-36%,COc1cc(C2CC(=O)Nc3cc4c(cc32)OCO4)cc(OC)c1O (stereo not drawn)
-16%,CN(CC(=O)Nc1ccc(Cl)c(C(F)(F)F)c1)Cc1cc(Cl)cc2c1OCOC2
-32%,CN1CCCn2nc(C(=O)N(C)Cc3nc4ccc(Cl)cc4[nH]3)cc2C1
-21%[86.2 µM],CC1(C)C(=O)N(CC2CCOCC2)[C@H]2CN(Cc3ccccc3O)C[C@H]2[S+]1(=O)[O-]
35µM*,Cn1nccc1-c1nccc2c(=O)cc(N3CCOCC3)oc12
?,CNC(=O)[C@@H](CC(C)C)N1CCC[C@H]1C(=O)NCc1ccncc1
-4%,COc1ccc(C)cc1NC(=O)Cn1c(=O)n(Cc2nc(C)no2)c(=O)c2ccccc21
9%,CCCNC(=O)N1CCC(N(C)C2CCOCC2)CC1
-23%,CCC1=C(C(=O)OC)C(c2cccc(OC)c2)N2C(CC(=O)N3CCC(C)CC3)=CSC2=N1 (stereo not drawn)
-18%,C/C(=N/NC(=O)C(C)C)c1cc(C)c(C)cc1C
14%,CC(c1ccc(-c2cc(N3CCN(C)CC3)nc(N)n2)cc1)N1CCOCC1 (stereo not drawn)
7%,CC(C)(C)c1cc(-c2ccccc2)c2cc([N+](=O)[O-])ccc2n1
35µM*,Cc1cccc(OCC(=O)NC(C)C(=O)N2CCN(c3ccccn3)CC2)c1 (stereo not drawn)
?,Cn1ncc2c(NCc3ccccc3Cl)nc(NCCO)nc21
18%,CC(C)(C)NC(=O)NCc1cc2n(n1)CCCN(C(=O)C1CCC1)C2

Compounds above containing two or more sulfur atoms (three):
KDM5B inh,SMILES
-27%,O=C(CC1N=C2c3ccccc3N=C(SCc3ccccc3Cl)N2C1=O)NCc1cccs1 (stereo not drawn)
-28%[86.2 µM],Cc1nn(CCC#N)c(C)c1[C@@H]1C=C[C@@H](NS(=O)(=O)c2cccs2)C1
-14%,COc1ccc(OC)c(C2CCCN2C(=O)c2csc(-c3ccsc3)n2)c1 (stereo not drawn)
